Bioassay records: PubChem BioAssay, several laboratories
IDE cell inh: inhibitors of human insulin-degrading enzyme in cells; P14735; HEK cells, FAbetaB cleavage, fluorescence polarization; inhibition, % at 5.59 µM; 320,000 tested, 0.41% active; AID 434962;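 active = percent inhibition above the average of all tested compounds plus 3 SD, set per screening campaign, cut at about 16% in these data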;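 note: IDE supplied by intact live HEK cells; FP after avidin binding of uncleaved biotin substrate so inhibition keeps polarization high; 0% = DMSO wells and 100% = 60 µM reference IDE inhibitor Ii1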
Target sequence (P14735 whole entry, looked up): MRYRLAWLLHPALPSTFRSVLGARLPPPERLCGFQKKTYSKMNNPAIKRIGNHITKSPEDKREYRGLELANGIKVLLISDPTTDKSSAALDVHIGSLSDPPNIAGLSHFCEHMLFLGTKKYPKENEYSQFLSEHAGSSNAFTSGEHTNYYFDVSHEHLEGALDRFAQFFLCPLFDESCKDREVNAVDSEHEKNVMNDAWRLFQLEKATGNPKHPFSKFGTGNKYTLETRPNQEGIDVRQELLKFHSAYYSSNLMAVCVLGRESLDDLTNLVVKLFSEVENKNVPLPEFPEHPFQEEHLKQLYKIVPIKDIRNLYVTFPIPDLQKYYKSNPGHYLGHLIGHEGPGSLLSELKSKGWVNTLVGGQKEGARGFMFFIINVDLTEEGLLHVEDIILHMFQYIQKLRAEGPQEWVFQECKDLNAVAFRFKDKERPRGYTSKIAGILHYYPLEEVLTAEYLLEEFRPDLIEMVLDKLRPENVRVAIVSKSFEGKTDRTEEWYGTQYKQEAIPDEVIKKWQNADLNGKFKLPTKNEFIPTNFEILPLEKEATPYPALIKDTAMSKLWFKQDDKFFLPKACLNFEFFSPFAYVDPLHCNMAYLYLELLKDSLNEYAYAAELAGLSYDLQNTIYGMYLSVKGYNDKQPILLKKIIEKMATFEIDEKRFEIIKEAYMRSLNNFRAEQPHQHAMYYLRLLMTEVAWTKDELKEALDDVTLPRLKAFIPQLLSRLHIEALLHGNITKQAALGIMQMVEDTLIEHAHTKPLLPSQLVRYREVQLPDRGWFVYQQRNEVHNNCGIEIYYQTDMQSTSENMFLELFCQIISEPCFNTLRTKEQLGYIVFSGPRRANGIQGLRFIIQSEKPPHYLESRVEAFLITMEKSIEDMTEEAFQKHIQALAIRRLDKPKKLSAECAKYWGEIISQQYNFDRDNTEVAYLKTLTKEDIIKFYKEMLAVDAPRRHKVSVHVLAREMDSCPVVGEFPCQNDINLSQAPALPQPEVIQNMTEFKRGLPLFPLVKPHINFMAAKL
HCV NS3 hel inh: blocks Hepatitis C virus NS3 helicase unwinding; inhibition, % at 10.9 µM; NS3 helicase DNA unwinding, Cy5 molecular beacon fluorescence; AID 1800; 290,000 tested, 0.56% active;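 active = inhibition above the mean of all tested compounds plus 3 SD, set per campaign, cut at about 35% in these data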;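 note: 0% = DMSO wells and 100% = thioflavine S control wells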
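Assay system – hepatitis C virus NS3 helicase domain fragment enzyme · Buffer or medium – MOPS pH 6.5, MgCl2, DTT, Tween20, BSA · Reagent – Cy5/quencher beacon DNA duplex and ATP to start · Compound – single 10.9 µM dose · Timing – 1 h at 25 °C · Technique – Cy5 beacon fluorescence read at start and 1 h · Measure – % inhibition of unwinding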
IDE cell activ: IDE (human) activation, cell-based; activation, % at 5.96 µM; 340,000 tested, 0.073% active; HEK cells, FAbeta-B cleavage, fluorescence polarization; 0% vehicle, 100% cell-free pure enzyme wells; AID 493087;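 active = activation above the mean of all tested compounds plus 3 SD, set per screening campaign, cut at about 17% in these data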
VIM-2 inh: inhibitors of Pseudomonas aeruginosa VIM-2 metallo-beta-lactamase. purified VIM-2, nitrocefin hydrolysis, epi-absorbance fluorescence. inhibition, % at 5.6 µM. 290,000 tested, 0.89% active;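 active = inhibition above the mean of all tested compounds plus 3 SD, cutoff set per screening run, cut at about 7.5% in these data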;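 note: red hydrolysis product quenches plate fluorescence so inhibitors raise well fluorescence; 0% = enzyme with DMSO and 100% = DMSO without enzyme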
IMP-1 inh: inhibitors of Pseudomonas aeruginosa IMP-1 metallo-beta-lactamase | inhibition, % at 5.6 µM | AID 1556 | purified IMP-1, nitrocefin hydrolysis, epi-absorbance fluorescence | 290,000 tested, 0.45% active;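 active = inhibition above the mean plus 3 SD of all compounds in the same screening run, cut at about 4.5% in these data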;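 note: 0% = IMP-1 with DMSO and 100% = DMSO wells lacking enzyme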
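System: Purified recombinant IMP-1 metallo-beta-lactamase enzyme | Measured by: Fluorescence quenching readout, ex 480/em 530 nm | Replication: Singlicate | Incubation: 15 min preincubation plus 25 min reaction at 25 °C | Evaluation: Percent inhibition from optical density relative to buffer-blank wells | Benchmarks: DMSO with and without IMP-1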
CRFR2-BP antag: blocks CRF-induced signaling of the CRF-BP/CRF-R2 complex; AID 588475; inhibition, % at 11.8 µM; 350,000 tested, 0.59% active; HEK293 CRF-R2/CRF-BP, CRF-induced calcium fluorescence;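 active = inhibition of the ligand-induced calcium signal above about 50% at the single tested concentration, limit read from the data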
p-CIP stab down: p/CIP protein destabilization. Q05BA5. F442A p/CIP-EGFP cells, EGFP fluorescence, 16 h. decrease of EGFP signal, % at 10 µM. 290,000 tested, 0.01% active. AID 1984;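 active = EGFP signal decrease of at least 30% at 10 µM or well 3 SD below plate mean, unless failing retest; inactive = the rest, including hits failing retest or dose response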; note: some compounds called inactive have numbers as strong as hits; many of its hits are not listed in these tables
GalR3 antag: antagonists of human GalR3. O60755. 360,000 tested, 0.44% active. HEK293 GalR3-CNG cAMP membrane potential fluorescence; galR3 body fused to GalR1 C-terminus. inhibition, % at 3 µM. AID 651719;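 active = inhibition above the screen-wide average plus 3 SD, cut at about 13% in these data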;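 note: forskolin and galanin both at EC90 stimulate the cells; cAMP rise reported by CNG channel membrane potential dye signal; 0% = forskolin plus galanin with DMSO and 100% = forskolin alone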
UBC9 SUMO inh: inhibitors of human SUMOylation (UBC9). P63279. AID 2006. inhibition, % at 35 µM. HTRF SUMOylation assay, SAE1/SAE2 + UBC9, in vitro. 290,000 tested, 0.36% active; in the data active = inhibition above about 50%, passing the limit was not always enough; note: strong numbers were not always called active
Numbers without * were called inactive; . = no result given.

SMILES	IDE cell inh	HCV NS3 hel inh	IDE cell activ	VIM-2 inh	IMP-1 inh	CRFR2-BP antag	p-CIP stab down	GalR3 antag	UBC9 SUMO inh
CC/C(=C(\c1ccc(O)cc1)c1ccc(OCCN(C)C)cc1)c1ccccc1	0	-87	-6	-1.9	0.1	-22	-4	.	-19
CCCCc1ccc(NC(=S)NCC2CCCO2)cc1 (stereo not drawn)	0	3	-4	-2.3	-2.8	-27	-5	-7	13
O=C(O)c1ccccc1-c1ccccc1C(=O)NCCc1ccccc1	3	14	3	-1.1	-2.4	5	-22	-11	-4
Cn1c(SCC(=O)c2ccccc2)nnc1-c1cnccn1	-3	-4	-3	-2.4	-2.1	10	0	-4	8
O=C1OC(c2cccc([N+](=O)[O-])c2)C2(CCCC2)C(=O)C12CCCCC2 (stereo not drawn)	4	-5	5	-3.9	-3.7	-21	-12	-2	3
Cn1c(CN2CCCC2)nc2cc(NC(=O)COc3ccccc3)ccc21	-4	9	0	-3.5	-3.9	-2	-3	-9	17
CSCCC(NS(=O)(=O)c1ccccc1F)C(=O)Nc1ccncc1 (stereo not drawn)	0	.	0	.	.	5	.	-1	.
C=CC[C@H](CC(=O)NCCO)C(=O)N[C@H](COC(=O)[C@@H](CC=C)CC(=O)OC(C)(C)C)Cc1c[nH]c2ccccc12	3	.	5	.	.	-4	.	7	.
Cc1cccc(C(=O)N2CCc3ccccc3C2)c1[N+](=O)[O-]	-4	0	-1	-2.7	-2.6	85*	7	-1	3
Cc1ccc(CCN2CC(C(=O)NCCCN(C)Cc3ccccc3)CC2=O)cc1 (stereo not drawn)	5	1	2	-4.1	-1.9	-3	-2	1	19
CC1(C)CC(=O)C2=C(C1)NC(=O)CC2c1ccccc1F (stereo not drawn)	-3	-3	-6	0.8	-3.5	10	0	-3	24
Cc1ccc(-c2nn(-c3ccccc3)cc2C(=O)NCCCN2CCCC2=O)cc1	4	.	5	.	.	1	.	0	.
COc1ccc(/C=C/c2nnc(NC(=O)COc3ccccc3)s2)cc1	4	9	0	-1.8	-2.4	-39	-1	-6	14
COc1ccc(CCn2c(=N)c(C(=O)NCc3ccco3)cc3c(=O)n4ccccc4nc32)cc1	9	-3	-7	-4.1	-1.9	12	0	-8	19
COc1ccc(N(CN2C(=O)c3ccccc3C2=O)C(=O)COc2ccc(Cl)cc2Cl)cc1	-1	1	1	-4.7	-1.5	6	-2	2	-4
Cc1ccc(/C=N/NC(=O)Cn2cnc3ccccc32)cc1	4	-2	3	-1.1	-2.1	-3	-2	-7	12
CCCCC(=NCCO)C1=C(O)C(C(=O)OC)C(C)(C)CC1=O (stereo not drawn)	5	-2	6	-2.4	-0.9	-6	13	-2	9
Cc1ccc(C)c(NC(=O)C2C3C=CC(O3)C2C(=O)O)c1 (stereo not drawn)	.	-5	-1	-2.7	-2.5	10	-8	-4	12
Cc1nn(Cc2c(Cl)cccc2Cl)c(C)c1NC(=O)CCCn1nc(C)c([N+](=O)[O-])c1C	8	-2	0	-2.0	-1.4	12	-3	3	-10
CCOC(=O)C1CCN(S(=O)(=O)c2ccc(Cl)cc2OC)CC1	0	3	-4	-4.2	-3.8	-9	4	-5	11
COc1cc2c(cc1NC(=O)CN(C)Cc1cccc(OC)c1OC)oc1ccccc12	1	-18	3	-1.8	-1.7	0	-2	0	-6
CCOC(=O)c1cnn2c(N)c(C#N)cnc12	-6	12	9	3.1	0.9	4	-18	4	17
COc1ccc2cc([C@H](C)C(=O)N(C)Cc3ccccc3N3CCCC3)ccc2c1	0	-12	4	7.8*	-0.5	12	-2	-9	-12
COc1cccc(C(=O)NN2CC(O)=C(c3nc4ccccc4n3C)C2=N)c1	10	4	.	-4.7	-3.6	.	-4	.	16
O=C1C2C3C=CC(C4CC34)C2C(=O)N1/N=C/c1ccc(-c2ccc(Cl)cc2[N+](=O)[O-])o1 (stereo not drawn)	-1	-2	4	0.0	-2.5	-2	-2	5	6
CC(=O)NC(Cc1cc(C)ccc1C)C(=O)N1CCN(C(=O)Nc2ccc(C(C)=O)cc2)CC1 (stereo not drawn)	3	-1	2	-3.6	-1.7	14	-4	3	16
O=C(O)c1ccc(-n2cccc2/C=N\NC(=O)c2cc3cc(Br)ccc3o2)cc1	-3	23	-1	-1.9	-3.7	-3	-7	-2	43
Cc1nc(SCC(=O)Nc2nc3ccccc3s2)n[nH]1	0	3	6	-2.2	-2.3	36	-12	-3	6
C=CCNc1oc(C2CCCC2)nc1C#N	-4	.	0	.	.	-5	.	-4	.
Cc1ccccc1C1NS(=O)(=O)N=C1N (stereo not drawn)	-3	8	3	-0.7	-1.8	19	8	-5	2
O=C(Nc1ccccc1)c1ccc(S(=O)(=O)Nc2cccc(O)c2)cc1	3	-14	2	-1.9	-1.0	-16	-7	-2	9
Cc1ccc(-c2nn(CCC(=O)NCC3CCCO3)c(=O)c3ccccc23)cc1 (stereo not drawn)	-1	-2	-1	-0.3	-2.5	-4	-12	-1	23
COc1ccc(NS(=O)(=O)c2ccc(Oc3c(C#N)cccc3C#N)cc2)cc1	2	-16	-3	-3.3	-4.6	3	-20	-8	-20
CC(C)C(C(=O)NCC1CCCO1)N(Cc1ccco1)C(=O)CNS(=O)(=O)c1ccc(F)cc1 (stereo not drawn)	-4	-1	5	-2.5	-1.6	23	2	-2	-4
CC1(C)CC(=O)c2c(-c3cccnc3)n[nH]c2C1	1	1	5	-3.5	-2.8	-30	-3	1	12
C=CCn1c(N)nc2ccccc21	-6	3	1	-0.3	-0.3	-17	-9	7	16

Overlap with the part before: 2 entries; new compounds follow.
SMILES	IDE cell inh	HCV NS3 hel inh	IDE cell activ	VIM-2 inh	IMP-1 inh	CRFR2-BP antag	p-CIP stab down	GalR3 antag	UBC9 SUMO inh
CC1(C)CC(=O)c2c(-c3cccnc3)n[nH]c2C1	1	1	5	-3.5	-2.8	-30	-3	1	12
C=CCn1c(N)nc2ccccc21	-6	3	1	-0.3	-0.3	-17	-9	7	16
O=c1oc(-c2cccs2)nc2scc(-c3cccs3)c12	-1	6	4	-2.9	-1.0	-5	-270	-1	8
Cc1ccc(-n2c(O)c(C=Nc3ccccc3-c3n[nH]c(=S)[nH]c3=O)c3ccccc3c2=O)cc1C	.	6	-2	-3.0	-3.0	35	-14	2	53*
CCN(CC)S(=O)(=O)c1cc(NS(=O)(=O)c2cccc(C(=O)O)c2)ccc1C	0	-5	3	-2.6	-1.9	-4	7	-2	13
COC(=O)c1cc2nc(-c3ccccc3)cc(C)n2n1	1	5	5	0.5	0.9	-19	10	4	18
COC(=O)[C@@H]1CC(O)CN1C(=O)C12CC3CC(CC(C3)C1)C2 (stereo partly drawn)	.	-10	5	-4.8	-3.6	34	0	-11	0
CN(Cc1cnccn1)C(=O)CC1C(=O)NCCN1Cc1c(F)cccc1Cl (stereo not drawn)	-3	5	4	-4.2	-2.9	-15	-3	2	11
N#C/C(=C\c1cc2ccccc2nc1N1CCCCC1)C(N)=O	1	9	1	0.4	-2.6	-1	-4	-4	12
COC(=O)c1ccccc1NS(=O)(=O)c1ccc(NC(C)=O)cc1	3	6	1	0.7	-0.9	2	-20	-6	7
COc1ccc(/C=C/C(=O)c2sc(-c3ccccc3)nc2C)cc1	4	12	2	-0.6	-0.8	12	-1	-2	-2
CCOc1ccc(C2C=C(c3ccccc3)Nc3ncnn32)cc1 (stereo not drawn)	4	-3	.	-4.9	-2.9	.	-6	.	52*
Cc1cc(C(=O)N/N=C2\CC(=O)CC(C)(C)C2)c(C)n1-c1ccc(F)cc1	6	20	-2	-3.5	-2.1	3	-12	-4	10
Cc1cc(OCC(=O)N(Cc2cccs2)C2CCS(=O)(=O)C2)ccc1Cl (stereo not drawn)	3	0	2	-2.0	-2.6	-31	2	.	3
COc1cc(N2CCCC2)c(OC)cc1/C=C(/C#N)c1cccc(Br)c1	3	2	2	1.2	-2.6	-68	-63	.	0
CCCn1c2ccccc2c2cn[nH]c(=O)c21	-4	-6	2	1.6	-0.9	-55	5	-13	-8
Cc1ccc(Nc2nnc(SCC(=O)c3c(N)n(C4CC4)c(=O)[nH]c3=O)s2)cc1C	-3	.	3	.	.	-13	.	-5	.
O=c1[nH]ccc2c([N+](=O)[O-])cccc12	4	-2	1	1.3	0.2	-14	-5	1	3
COc1cc(S(=O)(=O)NC2CCCCC2C)ccc1-n1cnnn1 (stereo not drawn)	1	-6	5	-4.3	-3.6	-13	-5	-6	14
CN(CCNC(=O)c1cccc(N2CCCC2=O)c1)Cc1ccccc1	7	-4	2	-1.0	-0.7	12	-1	-4	19
CCN1CC(CNC(=O)c2ccc3nc(Cc4cccc(Cl)c4)oc3c2)CC1=O (stereo not drawn)	2	-6	1	-3.2	-1.3	1	2	1	-10
CCCCC(=O)NC(c1ccc([N+](=O)[O-])cc1)c1c(O)ccc2ccccc12 (stereo not drawn)	-3	-3	5	0.5	-1.3	32	-7	-5	-21
COc1ccc(C(=O)Nc2cc(C)ccc2NC(=O)COc2ccccc2)cc1	-3	1	0	0.0	-0.8	3	-5	-3	-11
CCOP(=O)(OCC)c1ccc2c(c1)C(=O)c1ccccc1CC2	0	.	1	.	.	-6	.	-2	.
O=c1c2ccccc2c(=O)n(Cc2ccccc2)n1Cc1ccccc1	3	7	-2	-4.1	-3.2	-12	-7	2	-10
CC(C)[C@H]1C(=O)Nc2ccccc2N1C(=O)N[C@@H](Cc1ccccc1)C(=O)N[C@H](Cc1ccccc1)C(=O)O	-2	24	6	-2.9	-5.3	15	4	-3	8
O=C(Oc1ccccc1C(=O)N1CCOCC1)c1ccc(F)cc1	-3	2	3	-0.9	-2.6	2	-10	-3	-1
C=CCN1C(=O)c2ccc(C(=O)N(CC)CC(=O)Nc3c(F)cccc3F)cc2C1=O	5	.	-1	.	.	-4	.	-3	.
COCCNC(=O)CSc1nc2nc(C)cc(C)n2n1	-5	4	7	-0.6	-1.9	19	-10	-5	17
COc1ccccc1/C=N/NC(=O)c1ccc2c(c1)OCO2	1	0	2	0.0	-1.5	4	-2	-10	22
COc1ccccc1N(C)S(=O)(=O)c1ccc(Cl)c(C(=O)Nc2cccc(C)n2)c1	10	.	3	.	.	8	.	-1	.
O=C(Nc1ccc(Br)cc1)c1cccnc1N1CCCCC1	4	-7	0	-4.9	-2.8	-33	-10	-9	27
COc1ccc(/C=C/C(=O)C2(O)CCCCC2)cc1	0	-8	4	-1.7	-1.8	-3	-5	-4	18
Cc1ccn2c(=O)nc(SCC(=O)N3CCC(C)CC3)nc2c1	-3	.	8	.	.	21	.	-3	.
CC(C)NC(=O)N(C)C[C@H]1Oc2ccc(NS(=O)(=O)c3ccccc3)cc2C(=O)N([C@H](C)CO)C[C@H]1C	-5	.	3	.	.	7	.	1	.
COCCCNC(=O)CCc1nc2cccnc2n1Cc1ccccc1	-1	0	3	0.2	-1.0	10	9	-2	9
